Source: PubChem
CFTR F508del cor: correctors of CFTR F508del function in bronchial epithelial cells; CFBE cells, YFP halide quenching; stimulated with forskolin plus potentiator P3; % fluorescence drop versus neutral controls; activity (quench increase), % at 7.58 µM; 0.36% of 350,000 active;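 active means mean added fluorescence quench of at least 8% versus neutral control, with both replicates also reaching 8%; inconclusive means only one of the mean or replicate conditions met; inactive means mean below 8% and not both replicates reaching 8%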;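 further: cells transiently co-express mutant CFTR-F508del with the halide-sensitive YFP; corrector assay measuring rescue of mutant channel to the surface after 24 h compound exposure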
ERp5 inh: inhibitors of human ERp5; Q15084; ERp5 insulin aggregation, absorbance 650 nm, 90 min; inhibition, % at 9.99 µM; 0.05% of 350,000 active; AID 651711;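 active means mean replicate inhibition above about 25%, with every replicate also reaching it, limit read from the data, passing the limit was not always enough; inconclusive means only one of those two criteria met; inactive means neither criterion met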
Target sequence (Q15084 whole entry, looked up): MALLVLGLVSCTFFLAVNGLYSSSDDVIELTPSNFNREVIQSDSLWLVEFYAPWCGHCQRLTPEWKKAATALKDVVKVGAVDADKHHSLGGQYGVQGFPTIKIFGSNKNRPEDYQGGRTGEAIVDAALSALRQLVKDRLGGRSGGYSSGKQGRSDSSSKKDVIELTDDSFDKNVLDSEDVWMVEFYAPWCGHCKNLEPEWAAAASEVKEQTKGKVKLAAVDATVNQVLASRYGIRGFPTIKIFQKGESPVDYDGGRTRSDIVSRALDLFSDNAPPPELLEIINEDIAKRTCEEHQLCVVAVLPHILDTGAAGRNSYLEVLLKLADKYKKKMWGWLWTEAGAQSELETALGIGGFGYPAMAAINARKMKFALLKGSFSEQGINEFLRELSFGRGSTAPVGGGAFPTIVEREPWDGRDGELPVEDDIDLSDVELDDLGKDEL
GSIS activator: primary screen for activators of insulin secretion dependent on glucose, INS-1E cells, GLuc reporter luminescence; INS-1E GLuc reporter insulin secretion, 2-3 h; activation, % at 16.6 µM; 0.61% of 370,000 active;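 active means lowest replicate activation of at least 40%, so every replicate reaches that level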;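 further: 0% = median of neutral control wells and 100% = median of IBMX positive control wells; some compounds called inactive have numbers as strong as hits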
DENV2 CPE rescue: protects cells from dengue virus 2 cytopathic effect; DENV2-infected cells, cytopathic effect rescue, plate reader; CPE inhibition, % at 9.99 µM; 1.7% of 350,000 active; in the data active means CPE inhibition above about 20%, passing the limit was not always enough; inconclusive means no clear call, values can overlap the other calls; tested in BHK-21 cells;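 further: 0% = median of neutral control wells and 100% = median of positive control wells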
EWS-Fli block: blocks EWS/Fli oncoprotein-driven transcription | A673 NR0B1-luciferase reporter, viability-normalised | inhibition, % at 12.6 µM | 0.67% of 350,000 active | AID 651661;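 active means mean inhibition of at least 50% after viability correction, with every replicate also passing that limit; inconclusive means mean reaches 50% but only one of two replicates passes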;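 further: firefly luciferase signal divided by Alamar Blue viability fluorescence both relative to DMSO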
PAX8 inh HTS: PAX8 transcriptional activity inhibition; RMG-I TPO-luciferase reporter, SteadyGlo, 24 h; inhibition, % at 12.6 µM; 1.2% of 360,000 active;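 active means mean replicate inhibition at least 60% with every replicate also reaching 60%; inconclusive means only one of the two criteria is met; inactive means mean below 60% and not all replicates reaching 60%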;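 further: luciferase light reporting Pax8 driven TPO promoter activity; plate controls were median of neutral control wells for no effect and mitoxantrone controls for full effect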
Xi reactivation: X-chromosome reactivation activator. AID 743238. XiGFP mouse fibroblasts, % GFP-positive cells imaging, 3 d; cells co-treated with 5-aza-dC sensitizer; scaled so ellipticine positive control = 100%. 0.055% of 360,000 active. activation, % at 7.58 µM;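 active means mean normalized replicate activation at least 10% and every replicate at or above 10%; inconclusive means only one of the two criteria met; inactive means mean below 10% and not all replicates reach 10%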;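 further: 0% = median of on-plate neutral control wells and 100% = ellipticine 6 µM median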
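Material: XiGFP fibroblasts, SV40-immortalized. Buffer or medium: DMEM plus 5-aza-dC sensitizer. Compound: single concentration per compound, delivered by pin transfer. Times: 3 days compound exposure. Controls: ellipticine 6 µM.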
ARNT TACC3 PPI: ARNT/TACC3 interaction disruption; inhibition, % at 9.99 µM; AlphaScreen His-ARNT PAS-B/GST-TACC3 binding, luminescence; TACC3 fragment carries E629A point mutation; 0.66% of 390,000 active; AID 623870;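 active means mean inhibition of replicates at least 50% and at least half of replicates each reaching 50%; inconclusive means half or more replicates reach 50% but mean below 50%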;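 further: 0% = complete ARNT plus TACC3 wells and 100% = ARNT alone without TACC3; many hits fall short of the cut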
Starred values were filed as active, the others as inactive; ? = inconclusive; nt = not tested or not shown; & = joins results of further samples.

#	canonical_smiles	CFTR F508del cor	ERp5 inh	GSIS activator	DENV2 CPE rescue
1	Cc1c(C)c2cc(Cl)c(OCC(=O)N3CCN(c4ccc(F)cc4)CC3)cc2oc1=O	2.3	18	11	2
2	N=c1oc2ccc(Cl)cc2cc1C(=O)Nc1ccc(F)cc1	-2.7	-1	-23	-2
3	Cn1c(N)c(C(=O)COC(=O)CC(NC(=O)c2ccccc2Cl)c2ccccc2)c(=O)n(C)c1=O (stereo not drawn)	-0.8	6	nt	-6
4	COc1ccc(OC)c(CNn2c(-c3ccccc3F)nc3ccccc3c2=O)c1	-2.7	3	-11	1
5	C[C@@H]1CN([C@@H](C)CO)S(=O)(=O)c2ccc(C#CCN(C)C)cc2O[C@@H]1CN(C)C(=O)C1CC1	-1.3	nt	17	nt
6	CC1=NN(c2ccccc2)C(=O)/C1=C\C=C1/N(C)c2ccccc2C1(C)C	0.8	4	-1	-3
7	C[C@H](CO)N1C[C@H](C)[C@H](CN(C)S(=O)(=O)c2ccc(Cl)cc2)Oc2ccc(NC(=O)CCCN(C)C)cc2CC1=O	0.2	-2	25	9
8	CO[C@@H]1CN(C)C(=O)c2ccc(NC(=O)c3cc(C)on3)cc2OC[C@H](C)N(C(C)=O)C[C@@H]1C	-0.7	4	5	-12

#	EWS-Fli block	PAX8 inh HTS	Xi reactivation	ARNT TACC3 PPI
1	3	-21	0.0	1
2	-127	9	0.1	-5
3	-1	-24	0.0	2
4	-1	23	0.0	1
5	-19	nt	-0.2	nt
6	0	5	0.1	nt
7	-4	-9	-0.9	3
8	0	nt	0.2	-5

Carrying on:
#	canonical_smiles	CFTR F508del cor	ERp5 inh	GSIS activator	DENV2 CPE rescue
9	Cc1ccc(NC(=O)CN2C(=O)NC(C)(C)C2=O)cc1S(=O)(=O)N1CCCCCC1	0.4	-2	-2	11
10	COc1ccc(C2=NN(CC(=O)NCc3ccco3)C(=O)CC2)cc1	nt	nt	5	nt
11	Cc1cc(C(=O)NCCc2ccc(Cl)cc2)c(C)o1	-0.2	-11	-22	-5
12	C[C@H]1CN([C@@H](C)CO)S(=O)(=O)c2ccc(-c3ccccc3)cc2O[C@@H]1CN(C)C(=O)C1CC1	0.9	nt	-12	nt
13	C[C@H](CO)N1C[C@H](C)[C@H](CN(C)C(=O)Cc2ccncc2)Oc2ncc(C#Cc3ccccc3F)cc2C1=O	0.2	-1	-1	3
14	CC(C)OC(=O)N(C)C[C@H]1OCc2ccccc2-c2ccccc2C(=O)N([C@@H](C)CO)C[C@@H]1C	-1.2	12	3	2
15	COc1ccccc1NC(=O)COC(=O)C1=NN(c2ccccc2)C(=O)CC1	1.3	-4	1	-1
16	CC(=O)Nc1ccc(NC(=O)C(C)OC(=O)CSc2ccc(Br)cc2C)cc1 (stereo not drawn)	-0.2	0	-5	-10

#	EWS-Fli block	PAX8 inh HTS	Xi reactivation	ARNT TACC3 PPI
9	2	nt	0.0	-8
10	-3	10	0.1	-10
11	-63	-114	0.1	-1
12	-11	nt	-0.2	nt
13	0	-6	0.2	-1
14	-6	-22	-1.4	-11
15	7	nt	0.2	-4
16	nt	-8	0.1	5

Carrying on.
#	canonical_smiles	CFTR F508del cor	ERp5 inh	GSIS activator	DENV2 CPE rescue
17	CC(C)C#Cc1cnc2c(c1)C(=O)N([C@@H](C)CO)C[C@H](C)[C@@H](CN(C)Cc1cccc(F)c1)O2	-0.8	-5	-9	-12
18	C[C@H]1CN([C@@H](C)CO)C(=O)Cc2cc(NC(=O)C3CCCCC3)ccc2O[C@H]1CN(C)CC1CCCCC1	-0.2	-1	-6	-6
19	C(=C\c1ccccn1)/c1cccnc1	-5.1	0	4	5
20	COCCn1c(SCC(=O)Nc2cccnc2Cl)nc2ccccc2c1=O	0.6	-2	14	-10
21	CN1CCN(CCCNC(=O)CCC(=O)N2CCOc3ccccc32)CC1	1.8	1	4	-2
22	O=C(CCNC(=O)c1ccco1)NCCc1c[nH]c2ccccc12	1.8	4	7	8
23	C[C@@H]1CN([C@H](C)CO)C(=O)c2cc(NC(=O)Nc3cccc4ccccc34)ccc2O[C@@H](C)CCCCO[C@@H]1CN(C)S(=O)(=O)c1cccs1	1.9	nt	9	?
24	COc1ccccc1C#Cc1ccc([C@@H]2[C@H](C#N)N(C(=O)C3CC3)[C@H]2CO)cc1	3.0	-1	7	-4

#	EWS-Fli block	PAX8 inh HTS	Xi reactivation	ARNT TACC3 PPI
17	2	-19	-0.1	-2
18	5	nt	0.1	1
19	-9	-50	0.2	-4
20	-3	13	0.0	nt
21	-1	4	0.0	-1
22	17	21	0.6	3
23	1	-5	-0.1	-4
24	-14	-2	0.1	-4

Later entries
#	canonical_smiles	CFTR F508del cor	ERp5 inh	GSIS activator	DENV2 CPE rescue
25	CCc1ccc(OCC(O)CN2CCN(c3ccccc3)CC2)cc1 (stereo not drawn)	-1.3	1	1	83*
26	C[C@@H](O)C#Cc1ccc([C@H]2[C@@H](CO)N3CCCCN(CC4CC4)C[C@H]23)cc1	3.8	-1	-2	-1
27	CCCn1c(O)c(N=NC(=O)CNC(=O)c2ccncc2)c2ccccc21	3.5	-3	32	-2
28	N#C[C@@H]1[C@H](c2ccccc2-c2cccc(F)c2)[C@H](CO)N1C(=O)c1cccnc1	4.5	-1	-4	6
29	O=C(N=C1N=C2C=CC=CN2Cc2ccccc21)c1ccc(S(=O)(=O)N2CCOCC2)cc1	-0.1	0	0	12
30	Cc1nnc(NC(=O)C2CC(=O)N(c3ccc4c(c3)OCCO4)C2)s1 (stereo not drawn)	-0.9	-4	3	4
31	C[C@@H]1CCCCO[C@@H](CN(C)C(=O)c2ccccc2)[C@H](C)CN([C@H](C)CO)C(=O)c2cc(NC(=O)c3ccncc3)ccc2O1	-0.1	2	6	-2
32	c1csc(CCCN2CCCCC2)c1	-2.4	-1	-8	0

#	EWS-Fli block	PAX8 inh HTS	Xi reactivation	ARNT TACC3 PPI
25	-14	2	-0.3	9&4
26	1	-3	0.0	5
27	nt	-14	0.0	3
28	1	nt	0.0	nt
29	-83	-176	0.4	-7
30	2	-8	-0.1	-9
31	-3	-6	0.1	-22
32	4	-7	-0.2	0

One compound at a time, from the list above. Values in the order: CFTR F508del cor | ERp5 inh | GSIS activator | DENV2 CPE rescue | EWS-Fli block | PAX8 inh HTS | Xi reactivation | ARNT TACC3 PPI
Results for CCCn1c(O)c(N=NC(=O)CNC(=O)c2ccncc2)c2ccccc21 = 3.5 | -3 | 32 | -2 | nt | -14 | 0.0 | 3
Results for C[C@@H]1CCCCO[C@@H](CN(C)C(=O)c2ccccc2)[C@H](C)CN([C@H](C)CO)C(=O)c2cc(NC(=O)c3ccncc3)ccc2O1 = -0.1 | 2 | 6 | -2 | -3 | -6 | 0.1 | -22

Carrying on:
#	canonical_smiles	CFTR F508del cor	ERp5 inh	GSIS activator	DENV2 CPE rescue
33	CO[C@@H]1CN(C)C(=O)c2cc(NC(=O)Nc3ccccc3)ccc2OC[C@H](C)NC[C@@H]1C	nt	1	-4	nt
34	Cc1cc(NC(=O)c2ccc([N+](=O)[O-])cc2Cl)no1	0.1	-3	18	3
35	CCOc1ccc(C2c3c(oc4cc(C)c(C)cc4c3=O)C(=O)N2CCCN(C)C)cc1OC (stereo not drawn)	-1.6	7	0	-8
36	C[C@H]1CN([C@@H](C)CO)C(=O)c2cc(NC(=O)Nc3ccccc3)ccc2O[C@H]1CN(C)Cc1ccc(Oc2ccccc2)cc1	-1.8	-2	-11	12
37	COc1ccccc1CNC(=O)CCC(=O)n1ncc2cc(C)ccc21	1.5	3	-2	-4
38	CCCn1c(SCC(=O)c2c[nH]c3ccccc23)nnc1-c1ccncc1	nt	nt	22	nt
39	CCNC(=O)[C@@H]1[C@@H](CO)[C@@H]2Cn3c(ccc(-c4cccc(F)c4)c3=O)[C@@H]2N1C(C)=O	0.1	11	16	18
40	Cn1ncc2c(NNC(=O)Cc3ccccc3)ncnc21	nt	nt	0	nt

#	EWS-Fli block	PAX8 inh HTS	Xi reactivation	ARNT TACC3 PPI
33	5	-2	0.4	nt
34	-58	-76	0.1	4
35	0	-21	0.0	nt
36	1	7	0.0	-3
37	-6	-11	-0.1	-3
38	nt	5	0.0	1
39	-7	nt	0.0	nt
40	nt	-3	0.6	-6

Structures above with a cyano group (2):
#	canonical_smiles	CFTR F508del cor	ERp5 inh	GSIS activator	DENV2 CPE rescue
24	COc1ccccc1C#Cc1ccc([C@@H]2[C@H](C#N)N(C(=O)C3CC3)[C@H]2CO)cc1	3.0	-1	7	-4
28	N#C[C@@H]1[C@H](c2ccccc2-c2cccc(F)c2)[C@H](CO)N1C(=O)c1cccnc1	4.5	-1	-4	6

#	EWS-Fli block	PAX8 inh HTS	Xi reactivation	ARNT TACC3 PPI
24	-14	-2	0.1	-4
28	1	nt	0.0	nt

Later entries
#	canonical_smiles	CFTR F508del cor	ERp5 inh	GSIS activator	DENV2 CPE rescue
41	COc1ccc2occ(C(=O)c3ccc(N)cc3)c2c1	-0.5	2	21	-2
42	COc1ccc(/C=C/C(=O)NCC(=O)N=Nc2c(O)[nH]c3ccc([N+](=O)[O-])cc23)cc1	0.1	-2	-5	19
43	Cc1oc2cc3oc(=O)c(CCC(=O)NCCCn4ccnc4)c(C)c3cc2c1C	2.6	6	-7	21*
44	Cc1ccc(C)c(Cn2c(CN(C)Cc3ccccc3)nc3c2c(=O)n(C)c(=O)n3C)c1	0.0	7	nt	-7
45	C=CCN1C(=O)[C@]2(O[C@H](CCO)[C@@H]([Si](C)(C)c3ccc(OC)cc3)[C@@H]2C)c2cc(N3CCCCC3=O)ccc21	2.7	2	nt	4
46	O=C(Nc1ccc2c(c1)OCO2)N[C@@H]1CC[C@@H](CCNC(=O)C2CCC2)O[C@H]1CO	-0.6	-5	37	-4
47	CCOC(=O)c1cc(-c2cccnc2)nn1-c1ccccc1	-1.6	13	29	5
48	COC(=O)C[C@H]1CC[C@H]2[C@@H](COc3ccc(NC(=O)c4ccccc4)cc3C(=O)N2C)O1	-0.3	2	0	1

#	EWS-Fli block	PAX8 inh HTS	Xi reactivation	ARNT TACC3 PPI
41	-62	-220	0.0	0
42	-2	-1	0.4	-1
43	-13	nt	nt	-16
44	0	4	0.8	5
45	10	-1	nt	-5
46	-1	-23	0.3	3
47	2	-12	0.1	28
48	nt	-3	0.1	nt

Next part
#	canonical_smiles	CFTR F508del cor	ERp5 inh	GSIS activator	DENV2 CPE rescue
49	C/C(CC(=O)NC(C)c1ccccc1)=N\NC(N)=S (stereo not drawn)	0.3	-1	4	?
50	O=C(NCCCN1CCOCC1)c1ccc2c(=O)n(-c3ccc(F)c(Cl)c3)c(=S)[nH]c2c1	-1.1	-2	-20	0
51	Cc1ccc(/C=C/S(=O)(=O)NCC(=O)OCC(=O)N2CC(=O)Nc3ccccc32)cc1	-2.2	-1	-37	-3
52	CCCCCc1c(-c2ccccc2)ncn1CCc1ccccc1OC	1.9	3	-5	-15

#	EWS-Fli block	PAX8 inh HTS	Xi reactivation	ARNT TACC3 PPI
49	-13	1	0.3	7
50	19	13	0.0	0
51	1	23	nt	3
52	11	1	-0.1	nt
